MBD2 DNA inh = inhibitors of MBD2 binding to methylated DNA, primary screen, biochemical, TR-FRET, DNA-binding domain, human. inhibition, % at 4.4 µM. 370,000 compounds, 0.31% hits. Methyl-CpG-binding domain protein 2 (Homo sapiens), Q9UBB5. MBD2 binding to methylated oligonucleotide; in the data active means inhibition above about 13%
PG9 Ab binder = binders of HIV-1 gp120 antibody PG9, primary screen, biochemical, TR-FRET; HIV-1 gp120 / PG9 antibody interaction; TR-FRET gp120-PG9 antibody binding; inhibition, % at 6.7 µM; 360,000 compounds, 0.43% hits; AID 624416, 2012; in the data active means inhibition above about 8.5%
mABHD4 FP = ABHD4 inhibitors, primary screen, biochemical, fluorescence polarization, mouse. (Lyso)-N-acylphosphatidylethanolamine lipase (Mus musculus), Q8VD66. 370,000 compounds, 0.54% hits. inhibition, % at 8.92 µM. AID 720543, 2013. purified mABHD4, FP-Rh probe fluorescence polarization;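 active means inhibition exceeding the mean over every tested compound plus 3 SD, cut at about 30% in these data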;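 further: 0% = plate median of compound wells and 100% = S159A mutant with DMSO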
Target sequence (Q8VD66 whole entry, looked up): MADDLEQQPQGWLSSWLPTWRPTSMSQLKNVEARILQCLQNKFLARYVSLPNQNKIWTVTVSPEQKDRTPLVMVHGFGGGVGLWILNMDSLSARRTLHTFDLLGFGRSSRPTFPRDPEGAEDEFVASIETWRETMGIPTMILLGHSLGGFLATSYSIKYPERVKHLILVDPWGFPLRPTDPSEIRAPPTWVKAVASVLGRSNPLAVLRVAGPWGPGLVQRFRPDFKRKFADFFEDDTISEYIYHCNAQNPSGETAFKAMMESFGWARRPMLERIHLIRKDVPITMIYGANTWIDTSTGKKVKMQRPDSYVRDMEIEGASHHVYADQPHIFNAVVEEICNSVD
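Assay system: Wild-type mouse ABHD4 protein | Medium: HEPES pH 7.0 buffer, 150 mM NaCl, 0.01% Pluronic F-127 | Incubation: Enzyme–compound pre-incubation 45 min, then probe 60 min, both 25 °C | Technique: Fluorescence polarization with parallel and perpendicular emission, 525/598 nm | Evaluation: % inhibition of FP-Rh probe binding versus controls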
PRMT1 inh = PRMT1 methyltransferase inhibitors, primary screen, biochemical, fluorescence polarization; recombinant PRMT1, activity-based probe fluorescence polarization; inhibition, % at 2.79 µM; 370,000 compounds, 1.3% hits;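 active means inhibition above about 21% made by adding two undisclosed values, limit read from the data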
Target sequence (Q99873 whole entry, looked up): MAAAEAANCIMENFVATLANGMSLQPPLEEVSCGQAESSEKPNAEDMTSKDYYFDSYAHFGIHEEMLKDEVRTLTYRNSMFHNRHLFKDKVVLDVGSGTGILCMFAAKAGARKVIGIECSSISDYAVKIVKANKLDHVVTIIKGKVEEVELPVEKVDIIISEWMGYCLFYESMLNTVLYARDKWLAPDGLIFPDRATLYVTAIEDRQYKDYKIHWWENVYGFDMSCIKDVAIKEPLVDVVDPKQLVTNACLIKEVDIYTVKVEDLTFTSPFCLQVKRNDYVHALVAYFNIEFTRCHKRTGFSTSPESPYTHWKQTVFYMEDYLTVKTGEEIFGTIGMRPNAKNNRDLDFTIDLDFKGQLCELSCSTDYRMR
UHRF1 MBD2 ctr = UHRF1 methylated DNA binding inhibitors, primary screen, counter-screen for MBD2 inhibitor project, biochemical, TR-FRET, human UHRF1, single concentration. 370,000 compounds, 0.75% hits. E3 ubiquitin-protein ligase UHRF1 (Homo sapiens), Q96T88. UHRF1 binding to methylated oligo. inhibition, % at 4.4 µM; in the data active means inhibition above about 21%;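 further: UHRF1 SRA domain binding a hemimethylated CpG hairpin DNA probe; 0% = median of test compound wells and 100% = reference inhibitor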
rCAG RNA binder = binders of r(CAG) RNA repeats, primary screen, biochemical, fluorescence. r(CAG) RNA repeat, TO-PRO-1 dye displacement fluorescence. inhibition, % at 3 µM. 370,000 compounds, 1.3% hits. AID 651821, 2012;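 active means inhibition above the plate cutoff, the mean of all test compounds on that plate plus 3 SD, cut at about 35% in these data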;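 further: 0% = DMSO alone and 100% = 100 µM mitoxantrone as full dye displacement; higher means more dye released from RNA so lower well fluorescence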
LEDGF integ inh = blockers of LEDGF/p75-dependent integrase strand transfer – biochemical, TR-FRET, high throughput, primary screen; HIV-1 integrase (with human LEDGF/p75); TR-FRET IN-LEDGF/p75 DNA integration, Eu/Cy5; inhibition, % at 3.7 µM; 370,000 compounds, 0.64% hits; AID 743269, 2014;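 active means inhibition above the screen-wide mean plus 3 SD, cut at about 13% in these data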;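 further: signal is the Cy5 over europium emission ratio at 671 and 618 nm; 0% = plate median of compound wells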
Rev-erbA mod = modulators of Rev-erb alpha DNA binding, primary screen, biochemical, FITC-DNA, fluorescence polarization, uHTS; Nuclear receptor subfamily 1 group D member 1 (Homo sapiens), P20393; Rev-erbα–FITC-DNA binding, 90 min; activity, % at 10 µM; 370,000 compounds, 0.79% hits;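 active means activity above about 14%, limit read from the data; passing the limit was not always enough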;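 further: 0% = DMSO wells with 35 nM protein and 100% = DMSO wells with 750 nM protein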
TCR CD3 inh = inhibitors of human TCR-CD3 interaction, primary screen, biochemical, fluorescence, TAMRA-labeled TCR probe. T-cell receptor (TCR). 360,000 compounds, 0.37% hits. inhibition, % at 9.4 µM; in the data active means inhibition above about 19%;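 further: recombinant mutant TCR 2C K166C tagged with TAMRA read by polarization; 0% = receptor in buffer alone and 100% = receptor with positive control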
HTRA1 inh = HTRA1 serine protease inhibitors, primary screen, biochemical, fluorescence polarization, HTS; Q92743; recombinant HTRA1, FP-rhodamine activity-based probe; inhibition, % at 5.96 µM; 340,000 compounds, 0.5% hits; AID 504803, 2011; in the data active means inhibition above about 36%;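 further: 0% = enzyme with DMSO and 100% = wells lacking enzyme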
Active calls of the source: *; nt = not tested or not shown. These rows are one share of the data (hit frequency here may not be typical).

SMILES	MBD2 DNA inh	PG9 Ab binder	mABHD4 FP	PRMT1 inh	UHRF1 MBD2 ctr	rCAG RNA binder	LEDGF integ inh	Rev-erbA mod	TCR CD3 inh	HTRA1 inh
Cc1cccc(C)c1NC(=O)c1ccc(CN2CCc3ccccc3C2)cc1	4	1.2	-2	-3	-1	-1	-2	4	-3	1
CC1=C(C(=O)N2CCOCC2)CC(CC(=O)NCCCN(C)C)C(=O)N1Cc1ccc(F)cc1 (configuration not stated)	1	0.3	4	8	-1	0	-4	0	-9	nt
COc1cccc(CNC(=O)[C@@H]2CCCN2C(=O)[C@H]2CCCCN2C(=O)OC(C)(C)C)c1	-2	1.7	-7	-5	0	-1	2	2	-8	nt
COc1ccc(CNC(=O)CC23CC4CC(CC(C4)C2)C3)cc1	-1	-1.8	-3	-7	-3	-5	-3	4	8	-11
COc1ccc2nc(NC(=O)[C@@H]3CCCN3C(=O)c3cccs3)sc2c1	0	-1.9	-2	2	1	3	-1	-2	3	-7
CCn1ccnc1CN(C)C(=O)c1cc(COc2ccccc2SC)on1	0	-3.1	-4	-3	2	1	1	3	4	-2
CCOC(=O)CNC(=O)c1c(C)nn(C)c1Cl	0	-0.8	-5	-7	2	-2	-2	2	8	6
CC(=O)c1nn(-c2cccc(Br)c2)cc1C(=O)c1ccc2ccccc2c1	2	-0.8	0	0	2	0	2	6	-1	-1
Cc1ccc(Cl)c2sc(NC(=O)C3CC3)nc12	4	-0.1	-5	2	2	2	-1	8	-4	-9
O=C(CN(C1CCCCC1)S(=O)(=O)c1ccc(F)cc1)NCC1CCCO1 (configuration not stated)	-1	-1.6	16	-1	0	4	-1	-2	5	4
COCCCNC1=C(Cl)C(=O)c2ccccc2C1=O	-21	-11	3	-2	-24	5	2	5	7	8
CCCCn1nnnc1SCC(=O)Nc1ccc(F)cc1	-6	-1.2	-1	0	1	-1	1	4	-6	-2
COC(=O)c1sccc1-c1ccc(/C=N/OC(=O)c2ccccc2)o1	-5	-3.7	-5	-5	-2	1	0	2	8	-10
O=C(Cc1ccc(Cl)cc1)NC(=S)Nc1ccccc1N1CCOCC1	-3	-1.0	-21	-2	-4	-1	2	-1	-1	-35
CCCCn1c(SCC(=O)Nc2ccccc2C(F)(F)F)nc2ccsc2c1=O	3	4.5	-2	4	-1	-2	-2	5	-4	7
Cn1/c(=N/N=C/c2ccc(N3CCOCC3)cc2)sc2ccccc21	3	0.5	3	2	2	-1	-5	-2	-6	6
CCCn1nc(C(=O)OCC(=O)Nc2cccc(S(N)(=O)=O)c2)c2ccccc2c1=O	1	-1.6	-9	6	18	10	-2	-4	-7	-5
CCCCn1c(SCC(=O)N(CC)C2CCS(=O)(=O)C2)nnc1C(CC)N(C)C (configuration not stated)	2	-0.9	1	-2	1	-4	2	0	2	1
CCOC(=O)C1=C(C)NC(C)=C(C(=O)OCC)C1C(=O)OCC(=O)N(CC)C1CCS(=O)(=O)C1 (configuration not stated)	-3	-2.1	-1	-2	-1	-2	7	-2	6	6
Cc1ccc(S(=O)(=O)NC2OC(=O)C(Cl)=C2Cl)cc1 (configuration not stated)	-5	2.0	3	7	1	-1	2	4	0	-1
CCOc1cc(C=NN2CCCCCC2)ccc1O	-5	-5.5	4	2	-1	1	1	3	-4	0
CCOc1ccc(N2CC(NC(=O)c3ccc4ccccc4c3)CC2=O)cc1 (configuration not stated)	1	12*	4	5	0	-4	-3	16	-8	1
Cc1cc(F)ccc1NC(=O)CCc1ccc(S(=O)(=O)N2CCOCC2)cc1	10	0.4	-12	4	4	4	-3	-7	-2	2
O=C(NCc1nnc(SCC(=O)N2CCCc3ccccc32)o1)c1ccccc1F	-6	-1.6	2	-2	-3	-6	2	2	5	6
COc1cc(C2SC(C)C(=O)N2CCc2ccccc2)cc(OC)c1OC (configuration not stated)	4	0.3	-1	4	0	-9	-7	-1	-4	11
O=C(CSc1ncnc2c1nnn2Cc1ccccc1F)NCC1CCCO1 (configuration not stated)	-1	-0.6	0	0	-1	-8	0	1	5	-8
O=C(CSc1nnc(CN2CCCC2)n1-c1ccccc1)c1ccc2c(c1)OCO2	-2	-0.2	2	4	0	7	1	1	2	-1
COCCNC(=S)N(C)[C@H]1C[C@H]2c3[nH]c4c(-c5ccccc5)cccc4c3CCN2C(=O)[C@H]1[C@H](C)O	2	-1.1	-2	0	-4	5	6	-6	1	nt
COCn1ccnc1C(O)(c1ccc(OC)cc1)c1ccc(OC)cc1	6	-0.3	15	-1	2	-2	2	-3	0	5
CCOC(=O)C(C)Sc1nc(-c2ccccc2)nc2ccccc12 (configuration not stated)	-2	-0.4	-4	-4	-2	0	-1	6	-3	-21
COc1ccc(C(Nc2ccc(S(=O)(=O)N3CCOCC3)cc2)C(=O)NCCC(C)C)cc1OC (configuration not stated)	0	-1.3	-3	2	3	4	-6	-5	-3	6
CCCC(C)CO (configuration not stated)	-1	-2.0	-1	3	3	-1	-1	1	-3	2
COc1cc(C2c3c(oc4ccccc4c3=O)C(=O)N2Cc2ccncc2)ccc1O (configuration not stated)	3	-0.6	-1	2	4	4	2	-4	-7	6
Cc1nnc(SCCN2C(=O)c3ccccc3C2=O)[nH]c1=O	4	-0.9	4	0	-3	-2	-1	-4	5	12
CC1(C)CC(=O)C(CCC(=O)c2ccccc2)C(C)(C)N1 (configuration not stated)	1	-1.0	2	-5	-3	-1	-3	-1	3	-3
O=C(CCc1nc2ccccc2s1)c1ccccc1	-7	-1.2	2	-2	-2	-3	-8	2	14	-3
O=C(CNS(=O)(=O)c1ccc2ccccc2c1)OCC(=O)c1ccc(Br)s1	0	2.8	-6	-4	-1	8	-4	5	4	-4
CCCN(CC(=O)Nc1ccccc1C)C(=O)C1CC(=O)N(c2ccc(C)cc2)C1 (configuration not stated)	1	-1.5	1	-6	-1	-13	0	0	-2	7
Nc1ccc(C(=O)N/N=C/c2cn(Cc3ccccc3F)c3ccccc23)cc1	4	-1.8	13	2	-1	10	-1	2	2	-2
CSc1ccc(CCNC(=O)CN2C(=O)CCSc3ccccc32)cc1	2	-0.6	7	-4	1	-5	-2	4	8	5
CCCc1cc(=O)[nH]c(SCC(=O)Nc2ccc(C)cc2)n1	-2	2.0	4	-3	2	0	7	nt	-3	-2
COc1ccc(OC)c(C(=O)CSc2nc3ccccc3n2CC(=O)NC(C)(C)C)c1	0	3.9	-9	1	-3	2	-1	0	-3	-7
COc1ccc(/C(C)=N/Nc2nc3ccccc3n3cnnc23)cc1OC	-1	-4.1	-1	-3	0	2	3	3	-4	nt
COc1ccc(NC(=S)NNC(=O)c2cccnc2)cc1OC	-3	-4.1	4	0	7	3	4	-4	-7	8
COc1ccc(C(=O)N/C(=C/c2cccnc2)C(=O)NCc2ccco2)cc1OC	1	-1.4	-2	-3	1	-5	-1	-2	2	-2
O=C1C=C(c2cccc(CO)c2)C[C@@H](c2ccc(Cl)cc2)C1	2	1.1	-5	-1	-4	-5	-2	-1	-1	-10
C=CCn1c(C)c(C(C)=O)c(N2CCOCC2)nc1=S	0	-0.1	5	16	2	-1	0	3	5	-3
CCc1ccc(NS(=O)(=O)c2ccc(OC)c(C)c2)cc1	1	2.3	-5	1	-1	3	-1	-2	-3	-25

Arranged by value in Rev-erbA mod (lowest first): 3 from the list above.
SMILES,MBD2 DNA inh,PG9 Ab binder,mABHD4 FP,PRMT1 inh,LEDGF integ inh,Rev-erbA mod,TCR CD3 inh,HTRA1 inh
COc1ccc(C(=O)N/C(=C/c2cccnc2)C(=O)NCc2ccco2)cc1OC,1,-1.4,-2,-3,-1,-2,2,-2
COc1ccc(/C(C)=N/Nc2nc3ccccc3n3cnnc23)cc1OC,-1,-4.1,-1,-3,3,3,-4,nt
O=C(CNS(=O)(=O)c1ccc2ccccc2c1)OCC(=O)c1ccc(Br)s1,0,2.8,-6,-4,-4,5,4,-4

Remaining list, next part:
SMILES	MBD2 DNA inh	PG9 Ab binder	mABHD4 FP	PRMT1 inh	UHRF1 MBD2 ctr	rCAG RNA binder	LEDGF integ inh	Rev-erbA mod	TCR CD3 inh	HTRA1 inh
COc1ccc(NC(=S)N2CCC(C(O)(c3ccccc3)c3ccccc3)CC2)cc1	2	2.8	2	0	-3	4	-2	-2	5	-14
CCCN1C(=O)N(c2cccc(C)c2)C(C)(O)CC1(C)C (configuration not stated)	-3	-1.9	-6	-1	2	-2	1	6	-1	nt
COc1cccc(CN(CC(=O)NC2CCCC2)C(=O)Cn2nnc(-c3cccs3)n2)c1	1	-0.1	-11	0	2	-3	1	1	3	-10
Cc1ccc(S(=O)(=O)N2CCN(C(=O)COC(=O)/C=C/c3ccc(Cl)cc3)CC2)c(C)c1	-4	-2.0	1	-2	1	3	1	-3	-8	-4
CC(C)NC(C(=O)Nc1cc(Cl)cc(Cl)c1)c1ccccc1 (configuration not stated)	0	-0.5	-7	-1	5	0	2	1	0	-21
O=C(COC(=O)c1cccc(C(F)(F)F)c1)NC(=O)NC1CCCC1	-3	0.7	-9	1	-1	-3	1	7	-7	8
CSc1cccc(NC(=S)NC(=O)CCc2ccccc2)c1	-1	-1.4	-19	-1	-2	1	1	6	-2	-38
COCCNC(=O)C(=O)NNC(=O)CCc1ccccc1	-1	0.2	6	-2	0	-2	-2	-2	-1	-4
O=C(c1ccc([N+](=O)[O-])o1)N1CCN(c2nc3c(Cl)cccc3s2)CC1	1	-0.6	6	1	2	2	-3	1	-6	0
CCOc1ccc(NC(=O)CN2C(=O)CCSc3ccc(S(=O)(=O)N4CCCC4)cc32)cc1	1	0.9	1	6	1	6	-8	11	3	4
COc1ccc(Cn2c(=S)[nH]c3cc(C(=O)N4CCN(c5ccccc5)CC4)ccc3c2=O)cc1	1	0.6	13	1	-1	3	-4	0	-1	4
CCc1cccc(NC(=O)Cn2c(=O)c3cccn3c3ccccc32)c1	1	26*	2	3	-1	6	-1	28*	-1	-2
CN1/C(=C\C(=O)C[n+]2cccc(C(N)=O)c2)C(C)(C)c2ccccc21	2	1.0	0	1	-1	-2	-1	2	7	-1
CCN(CC)c1ccc(/C=N/N2CCN(Cc3ccccc3Cl)CC2)c(O)c1	1	-1.9	3	-5	0	10	4	0	2	0
CN1CCN(C2=C(Cl)C(=O)N(Cc3ccccc3)C2=O)CC1	-6	-0.1	4	1	-2	-1	1	-1	4	4
CCCCCOC(=O)Cn1c(N2CCCCCC2)nc2c1c(=O)[nH]c(=O)n2C	-4	-0.6	0	0	-1	-1	1	6	-4	2
Cc1ccc(-n2ncc3c(N4CCN(c5ccc(F)cc5)CC4)ncnc32)c(C)c1	7	1.0	-1	9	1	-2	-2	-4	-7	-6
O=C(Nc1cccc(C(=O)O)c1)/C(=C\c1ccc2c(c1)OCO2)NC(=O)c1ccc(Br)cc1	-1	-0.8	-5	2	1	43*	-2	-2	-1	-8

Screening data (PubChem)
